SMN2 splice up = qHTS Assay for Enhancers of SMN2 Splice Variant Expression; AID 1458, 2008; 210,000 tested, 2.8% active; Potency, µM (highest dose often 46.1 µM), for inactives: at the top dose activity change, positive = activation, usual class: activators; HEK293 SMN2-luciferase splicing reporter, luminescence, 30-36 h; also: % of control where 0% means no effect; nearly all actives have a fitted effect of over 55% in size
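HEK293 cells carry an SMN2 […]–luciferase reporter in which exon 7 inclusion puts luciferase in frame. Cells were plated 10-12 h before compound addition, then incubated 30-36 h at 37C. ONE-Glo luminescence was read; sodium butyrate at 4.5 mM final served as control.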
ALDH1A1 inh = qHTS Assay for Inhibitors of Aldehyde Dehydrogenase 1 (ALDH1A1); Aldehyde dehydrogenase 1A1 (Homo sapiens), P00352; Purified ALDH1A1, NADH fluorescence, propionaldehyde substrate; Potency, µM (titrated, usually from 75.3 µM), without a hit: at the highest dose activity, negative = inhibition, usual class: inhibitors; 220,000 tested, 7.3% active; AID 1030, 2008; active = well fitted inhibition curve with a large enough effect, not every such curve was filed as active; inconclusive = small, poorly fitted or top-dose-only effect, or another doubt; inactive = no such curve, though single readings can be large or run the other way;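 also: plate controls were no enzyme wells and a reference inhibitor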
Target sequence (P00352 whole entry, looked up): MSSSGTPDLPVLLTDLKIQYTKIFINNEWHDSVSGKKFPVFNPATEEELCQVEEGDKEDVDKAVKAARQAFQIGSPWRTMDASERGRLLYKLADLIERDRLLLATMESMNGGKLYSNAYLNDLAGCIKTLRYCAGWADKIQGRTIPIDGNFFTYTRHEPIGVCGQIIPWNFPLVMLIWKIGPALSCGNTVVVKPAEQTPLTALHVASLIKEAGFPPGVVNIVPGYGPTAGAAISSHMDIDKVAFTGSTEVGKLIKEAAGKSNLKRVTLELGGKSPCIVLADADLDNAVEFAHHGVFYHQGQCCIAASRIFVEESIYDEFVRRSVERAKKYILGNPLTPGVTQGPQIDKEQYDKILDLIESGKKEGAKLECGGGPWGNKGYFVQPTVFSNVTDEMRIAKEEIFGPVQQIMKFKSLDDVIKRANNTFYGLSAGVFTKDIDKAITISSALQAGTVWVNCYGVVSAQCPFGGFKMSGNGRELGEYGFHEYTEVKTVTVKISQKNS
JMJD2E inh = qHTS Assay for Inhibitors of Human Jumonji Domain Containing 2E (JMJD2E) | 230,000 tested, 1.6% active | Potency, µM (series often up to 57.1 µM), for inactives: at the top dose activity change, negative = inhibition, hits mostly inhibitors | JMJD2E catalytic domain, FDH-coupled NADH fluorescence (FDH is formaldehyde dehydrogenase) | Lysine-specific demethylase 4E (Homo sapiens), B2RXH2; active = well fitted inhibition curve with a large enough effect, not every such curve was filed as active; inconclusive = small, poorly fitted or top-dose-only effect, or another doubt; inactive = no such curve, though single readings can be large or run the other way;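 also: 0% = wells with enzyme and -100% = buffer wells without enzyme; nearly all actives have a fitted effect of over 50% in size; many of its hits are not listed in these tables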
Target sequence (B2RXH2 1-337 limits assumed): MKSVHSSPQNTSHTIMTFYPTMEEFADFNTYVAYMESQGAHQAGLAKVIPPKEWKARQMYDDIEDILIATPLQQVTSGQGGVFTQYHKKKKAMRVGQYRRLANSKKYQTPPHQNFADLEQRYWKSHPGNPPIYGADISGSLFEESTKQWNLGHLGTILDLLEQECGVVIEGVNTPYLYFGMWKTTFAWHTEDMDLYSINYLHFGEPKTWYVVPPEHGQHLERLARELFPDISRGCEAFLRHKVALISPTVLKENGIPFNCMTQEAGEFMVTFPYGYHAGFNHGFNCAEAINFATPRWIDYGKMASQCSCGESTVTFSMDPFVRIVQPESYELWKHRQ
Tau fluor cs = Counterscreen qHTS for Inhibitors of Tau Fibril Formation, Fluorescence Polarization; Potency, µM (top dose mostly 57.7 µM), for the others: top-dose activity change, negative = decrease; 280,000 tested, 0.93% active; tau K18 P301L Alexa594 fluorescence, heparin fibrillization; also: % is scaled to controls: 0 for no effect and ±100 for the full control effect; nearly all actives have a fitted effect of over 55% in size
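Human K18 P301L tau (15 uM unlabeled plus 0.24 uM Alexa 594-labeled, final) in 100 mM sodium acetate pH 7 was mixed with compound and 20 uM heparin and incubated 6 hr at 37 C.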
Tau fibril ThT = qHTS for Inhibitors of Tau Fibril Formation, Thioflavin T Binding; AID 1460, 2008; Microtubule-associated protein tau (Homo sapiens), P10636; recombinant tau K18 P301L (four-repeat tau fragment), heparin-induced fibrillization, ThT fluorescence; 270,000 tested, 2.1% active; Potency, µM (highest dose often 57.4 µM), without a hit: at the top dose activity, negative = inhibition, hits mostly inhibitors; also: % is scaled to controls: 0 for no effect and ±100 for the full control effect; nearly all actives have a fitted effect of over 55% in size
Target sequence (P10636 561-689 P618L limits assumed): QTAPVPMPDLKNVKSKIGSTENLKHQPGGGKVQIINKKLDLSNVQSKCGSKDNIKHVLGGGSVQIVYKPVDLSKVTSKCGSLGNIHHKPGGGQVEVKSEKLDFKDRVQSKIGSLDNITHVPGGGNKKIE
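K18 P301L tau (15 uM + 0.24 uM Alexa 594-tagged), heparin 20 uM, NaOAc pH 7, 6 h 37 C; ThT 30 uM, 1 h RT, ex 450/em 510 nm.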
HTT cytoprotect = qHTS Multiplex Assay to Identify Dual Action Probes in a Cell Model of Huntington: Cytoprotection (ATP); PC12 HTT-Q103 induced, cytoprotection, ATP luminescence, 40 h; Potency, µM (series often up to 56.4 µM), inactives show cytoprotection (ATP increase), actives largely listed as activators; 230,000 tested, 0.14% active;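 also: % of control where 0% means no effect; nearly all actives have a fitted effect of over 45% in size; toxic huntingtin expression switched on by the ecdysone agonist tebufenozide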
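Compounds added alongside 100 nM tebufenozide, which induces toxic Q103 huntingtin exon 1-GFP in stable PC12 cells; surviving cells quantified by luminescent ATP measurement. Medium: phenol red-free DMEM, 5% equine and 5% calf serum.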
Tau FP inhib = qHTS for Inhibitors of Tau Fibril Formation, Fluorescence Polarization; Potency, µM (top dose mostly 57.7 µM), inactives show at the top dose activity, negative = inhibition, actives largely listed as inhibitors; Microtubule-associated protein tau (Homo sapiens), P10636; 280,000 tested, 0.39% active; K18 P301L tau heparin fibrillization, Alexa594 FP, 6 h; also: % is scaled to controls: 0 for no effect and ±100 for the full control effect; nearly all actives have a fitted effect of over 55% in size
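Steps: dispense K18 P301L tau (15 uM plus 0.24 uM Alexa 594 tracer, final) in pH 7 sodium acetate; add compound; add heparin (20 uM final); incubate 6 hr, 37 C; add ThT (30 uM final); after 1 hr ambient, read FP.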
HTT aggregate = qHTS Multiplex Assay to Identify Dual Action Probes in a Cell Model of Huntington: Aggregate Formation (GFP) | PC12 HttQ103-GFP aggregates, Acumen cytometry, 40 h | Potency, µM (highest dose often 46.1 µM), without a hit: at the top dose activity change, negative = inhibition, usual class: inhibitors | 220,000 tested, 1.1% active; also: % is scaled to controls: 0 for no effect and ±100 for the full control effect; nearly all actives have a fitted effect of over 60% in size
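Steps: seed 1500 PC12 HTTQ103-GFP cells/well; add tebufenozide, 100 nM final; add compound titration; add ATPLite reagent; quantify GFP aggregates by laser scanning cytometry.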
Starred values were filed as active, the others as inactive; u = inconclusive; x = not tested or not shown; [ ] = remark or other dose. Unless noted, calls follow the shape of the dose curve; as a rule, active = well fitted curve in the direction sought with a large enough effect; inconclusive = small, poorly fitted or top-dose-only effect, or another doubt; inactive = no such curve, though single readings can be large; an effect the other way counts as inactive or inconclusive. Potency is read from the fitted curve at half-maximal effect. Some of the compounds tested, so the mix of outcomes need not match the whole.

SMILES	SMN2 splice up	ALDH1A1 inh	JMJD2E inh	Tau fluor cs	Tau fibril ThT	HTT cytoprotect	Tau FP inhib	HTT aggregate
COc1cc2ccccc2cc1C(=O)Nc1cccc(-c2nc3cc(C)c(C)cc3o2)c1	-2%	x	x	-2%	-14%	x	-1%	x
COC(=O)CSc1nnc(-c2ccc(OC)cc2OC)o1	-1%	-8%	2%	-4%	-5%	5%[10 µM]	-11%	6%
CCOC(=O)Nc1ccc2c(c1)N(C(=O)N1CCN(C)CC1)c1ccccc1S2	22%	2%	4%	-23%	-16%	2%[10 µM]	12%	-4%
O=C(Cc1ccc(-c2ccccc2)cc1)NC1CCCC1	-4%	19%	-1%	-3%	-7%	-3%[10 µM]	0%	22%
Cc1ccc(NC(=O)C(=O)NN)cc1	x	-11%	52%[activator]	1%	-12%	5%[10 µM]	10%	5%[9.22 µM]
Cc1sc(-n2c(C)cc(/C=N/n3cnnc3)c2C)c(C#N)c1C	x	4µM*	-2%	-5%	-15%	-25%	1%	u
CCN1CCN(Cc2ccc3c(c2)Cc2ccccc2-3)CC1	-15%	1%	-9%	1%	-3%	-7%	5%	-8%
COc1cccc(N2CCN(C(=O)CN(c3ccc(C)cc3)S(=O)(=O)c3c(C)n[nH]c3C)CC2)c1	6%	-3%	4%	-21%	-7%	5%	7%	-10%
O=C(CSc1nnnn1Cc1ccccc1)NCC(=O)c1ccccc1	-17%	8.9µM*	6%	-3%	-6%	-3%	-2%	-9%
O=C(Cn1cccc1)Nc1ccc(F)cc1F	0%	3%	0%	-4%	-8%	15%	5%	-5%
CCCS(=O)(=O)n1nc(-c2ccc(OC)cc2)cc1N	-13%	0%	3%	-19%	-14%	-8%	6%	5%
O=C(N/C=C/n1cnc2cc(C(F)(F)F)ccc21)c1ccccc1F	x	3%	0%	-11%	-8%	-23%	-3%	-3%
Cc1ccc(-c2c3c(=O)n(C)c(=O)n(C)c3c3cnc4ccccc4n23)cc1	1%	x	x	-9%	-16%	x	3%	x
Cc1cc(/C=C2/NC(=O)N(Cc3ccccc3F)C2=O)c(C)n1C	-15%	1.1µM*	u	-19%	u	x	-4%	3%
COc1ccccc1N1CCN(C(=O)c2cc3sccc3n2C)CC1	-22%	4%	-8%	-16%	-21%	22%	-6%	-3%
CCN(CC)S(=O)(=O)c1ccc(N(C)Cc2cccnc2)nc1	-25%	u	-11%	0%	4%	10%	-1%	-11%
S=C1NC(c2ccccc2)=NCN1c1ccccc1	11%	1%	9%	-7%	-8%	0%	-9%	-2%[9.22 µM]
CCOC(=O)CNC(=O)c1cc2c(=O)n3cccc(C)c3nc2s1	17%	x	x	-5%	-3%	x	-2%	x
O=C1CN(C(=O)COC(=O)C2CCN(S(=O)(=O)c3ccccc3C(F)(F)F)CC2)c2ccccc2N1	-9%	-7%	-4%	-3%	0%	17%	2%	21%
CC1Cc2ccccc2N1C(=O)c1cccnc1 (stereo not given)	-22%	u	0%	3%	-7%	2%[0.074 µM]	1%	-1%

Two of these compounds, set out differently:
canonical_smiles | SMN2 splice up | ALDH1A1 inh | JMJD2E inh | Tau fluor cs | Tau fibril ThT | HTT cytoprotect | Tau FP inhib | HTT aggregate
COc1cc2ccccc2cc1C(=O)Nc1cccc(-c2nc3cc(C)c(C)cc3o2)c1 | -2% | x | x | -2% | -14% | x | -1% | x
COC(=O)CSc1nnc(-c2ccc(OC)cc2OC)o1 | -1% | -8% | 2% | -4% | -5% | 5%[10 µM] | -11% | 6%

Further records follow:
SMILES	SMN2 splice up	ALDH1A1 inh	JMJD2E inh	Tau fluor cs	Tau fibril ThT	HTT cytoprotect	Tau FP inhib	HTT aggregate
COc1ccc(C2(CNC(=O)Cc3ccc(OC)c(OC)c3)CCCC2)cc1	x	6%	7%	-3%	-2%	1%[10 µM]	-3%	22%[9.22 µM]
CCCc1nc2sc3ccccc3c(=O)c2c(=O)n1Cc1ccc(OC)cc1	x	x	8%	-2%	u	-27%[10 µM]	-5%	-3%[9.22 µM]
O=C(Nc1ccccc1F)C(=O)c1cn(CC(=O)N2CCCCC2)c2ccccc12	u	-4%	-8%	u	-13%	-60%[inhibitor]	-13%	-11%
Cc1nc(NC(=O)c2ccc(F)cc2)nc2cc3c(cc12)OCO3	-3%	-4%	-8%	1%	-12%	5%	-3%	24%
Nc1ccccc1C(=O)N/N=C1\C2CN3CCN(C2)CC1(c1ccccc1)C3	19%	u	u	-16%	-14%	x	5%	-1%
C=C(C)CNC(=S)N/N=C1\CCCCc2ccccc21	x	u	9%	-12%	-8%	43%[10 µM]	-8%	u
Cc1ccc(SCC(=O)Nc2cccc(C(=O)NC(C)(C)C)c2)cc1	-10%	0%	4%	-5%	8%	-14%	-7%	9%
COc1cccc(NC(=O)C(=O)NCc2ccncc2)c1	13µM*	7%	-39%	3%	0%	x	5%	x
S=C(Nc1ccc(Cl)cc1)Nc1ccc2cn[nH]c2c1	4%	25µM*	u	u	u	-39%[inhibitor]	-7%	-12%
CCOc1ccc2sc(NS(=O)(=O)c3ccc(OC)c(OC)c3)nc2c1	-4%	u	-1%	-10%	u	-22%	6%	22%
O=C(CSc1cn(CCNC(=O)c2c(F)cccc2F)c2ccccc12)Nc1ccc2c(c1)OCCO2	2%	x	x	u	-9%	x	u	x
O=C(CSc1nnc(-c2ccccc2Cl)n1Cc1ccco1)Nc1ccc2c(c1)OCCO2	-10%	10µM*	-11%	-15%	-11%	-9%[0.074 µM]	9%	9%
CCCNC(=O)OC[C@@H]1O[C@H](CCON=C(C)C)C=C[C@@H]1Oc1ccc(OC)cc1	x	16%[13.5 µM]	x	-18%[11.6 µM]	-16%[11.5 µM]	-1%[10 µM]	-1%[11.6 µM]	x
O=C(COC(=O)CC1c2ccccc2CCN1S(=O)(=O)c1ccccc1)Nc1ccccc1 (stereo not given)	-4%	-3%	4%	-27%	-1%	3%[10 µM]	1%	-5%
CSCC(O)Cn1[nH]c(=O)c2cc(Cl)c(Cl)cc2c1=O (stereo not given)	x	-19%	-12%	-12%	-10%	-2%[10 µM]	0%	-2%[9.22 µM]
CCOC(=O)N1CCN(C(=O)C2CCCN(S(=O)(=O)c3ccccc3)C2)CC1 (stereo not given)	-7%	-5%	0%	-6%	-9%	-2%	-4%	1%
O=C(CSc1nc2ccccc2c(=O)n1CCCN1CCOCC1)Nc1ccc2c(c1)OCO2	0%	-5%	4%	-1%	1%	13%[10 µM]	1%	-6%
O=C(c1ccc(F)cc1)N1CCCC(c2nc(-c3cccs3)no2)C1 (stereo not given)	-21%	-8%	5%	-1%	-7%	-4%[10 µM]	2%	-24%
O=C(Nc1ccc2c(c1)OCO2)N1CCN(c2ncc(C(F)(F)F)cc2Cl)CC1	x	u	-1%	u	u	-5%	-7%	-30%
Oc1ccc(C(c2nnnn2C2CCCCC2)N2CCOCC2)cc1 (stereo not given)	x	-17%	-14%	-16%	u	x	1%	2.8µM*
Cc1nn(C(=O)Cn2cc([N+](=O)[O-])cn2)c(C)c1Cl	9%	8%	1%	2%	-5%	x	-1%	2%
COC(=O)c1c(NC(=O)c2ccc(Br)o2)sc(C)c1C	1%	u	u	-11%	-14%	-10%	-17%	21%
CCOC(=O)c1ccc(NC(=O)c2nc[nH]c2C(=O)NCCCCCNC(=O)OC(C)(C)C)cc1	x	x	25%	u	u	13%[10 µM]	u	-26%[9.22 µM]
COc1cc(NC(=O)c2ccc(C)cc2)c(OC)cc1NC(=O)CN1CCCCC1	-1%	-9%	-4%	-20%	u	9%[1.9 µM]	13%	-2%
CCN(CC)CCn1c2ccc(F)cc2c2nc(C)sc21	11%	3%	-9%	-11%	-10%	14%	-4%	4%
COc1cccc(NC(=O)CN2CCC(C)CC2)c1	u	-3%	11%	-6%	-6%	-1%	-2%	-2%
CCN(CC)c1nc(C)c(C(C)=O)cc1C#N	9%	u	u	-13%	-3%	-6%	1%	-27%
COc1ccc(-c2nc(C#N)c(N3CCCCCC3)o2)cc1	4%	u	4%	u	u	24%[10 µM]	3%	u
CC(C)N(C(=O)COC(=O)c1cccc(C(=O)OCC(=O)N(C(C)C)C(C)C)n1)C(C)C	11%	0%	-10%	-2%	-5%	-18%	4%	11%
O=C1C(=Cc2cccn2-c2ccc(O)cc2)C(=O)c2ccccc21	5%	-6%	0%	-14%	u	-12%	-4%	8%
CC(/C=C/c1ccc2c(c1)OCO2)=N\NC(=O)c1ccccc1	5%	9%	14%	-3%	u	-25%	5%	u
COc1ccc(C2C(C(=O)N3CCOCC3)CCC(=O)N2c2ccc(OC)cc2)cc1 (stereo not given)	4%	14µM*	3%	7%	5%	4%	4%	25%
Cc1cccc(CSCc2ccc(C(=O)NCC3CCCO3)o2)c1 (stereo not given)	-29%	4%	5%	-12%	-1%	-41%[inhibitor]	-1%	29%
CCOc1ccc(CN(CCc2ccc3c(c2)OCO3)Cc2cc(OC)c(OC)cc2OC)cc1	-35%[inhibitor]	x	x	-27%	-9%	x	4%	x
CCCCCCCCC(=O)N/N=C/c1cccc(Br)c1	-14%	4%	-3%	-16%	-14%	6%	-13%	-4%
O=C(CSc1nc2c(sc3ccccc32)c(=O)n1Cc1ccccc1)NCC1CCCO1 (stereo not given)	-11%	0%	6%	-4%	-5%	8%	2%	8%[9.22 µM]
CC1CCCCN1CC(=O)c1c(N)n(Cc2ccccc2)c(=O)n(C)c1=O (stereo not given)	6%	-1%	0%	-5%	-12%	-28%	-1%	5%
CC(=O)Nc1ccc(-c2cc(C(=O)O)c3ccccc3n2)cc1	x	x	u	-3%	x	-38%[10 µM]	-1%	-23%[9.22 µM]
CCOc1ccc(NC(=O)c2nn(C)cc2Br)cc1	x	9%	6%	6%	-5%	-101%[inhibitor]	8%	1%
